Shiga inhibitor: inhibitors of Shiga toxin in Vero cells; Vero cells, Shiga toxin protein synthesis inhibition reporter; inhibition, % at 38.7 µM; hit rate 9.2% among 290,000; in the data active means inhibition mostly above about 28%, no sharp cut-off; inactive means mostly below about 43%; further: 0% is about no effect
CHX counter: affects cycloheximide protein synthesis inhibition readout, counter-screen; cell reporter, cycloheximide protein synthesis inhibition counterscreen; max response, %; hit rate 12% among 300,000; AID 2314; in the data active means max response mostly above about 13%, no sharp cut-off; inactive means mostly below about 14%; further: read at 38.3 µM for the half of the compounds with a filed dose; 0% is about no effect
HCV inh: HCV inhibition; Huh7.5.1 HCVcc-Cre infection, luciferase reporter, 44 h; Potency, µM (titrated, usually from 41.8 µM), without a hit: top-dose activity change, negative = inhibition, actives largely listed as inhibitors; hit rate 3.4% among 340,000; further: potency means the concentration at half of the fitted maximal effect; on the % scale 0 is the no-effect control and ±100 the full control effect
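Seed cells (1,000/well) for 4 h; treat with compound and infect with HCVcc-Cre, moi about 0.5. Incubate 44 h, then detect luciferase activity.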
Pf growth 48h: inhibits P. falciparum growth in the first generation, 48 h. hit rate 5.9% among 310,000. Potency, µM (series often up to 28.7 µM), for inactives: top-dose activity change, negative = inhibition, most hits filed as inhibitors. P. falciparum luciferase growth in erythrocytes, 48 h; further: potency means the concentration at half of the fitted maximal effect; on the % scale 0 is the no-effect control and ±100 the full control effect
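Read-out is firefly luciferase luminescence from an integrated reporter in P. falciparum, so falling signal marks reduced parasite growth. Infected erythrocytes were at 2% hematocrit and 0.1% parasitemia (final) in Albumax-supplemented RPMI 1640.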
Giardia FBPA inh: inhibitors of Giardia lamblia fructose-1,6-bisphosphate aldolase. purified Giardia FBPA. Potency, µM (titrated, usually from 59.6 µM), for inactives: at the highest dose activity, negative = inhibition, usual class: inhibitors. hit rate 0.71% among 290,000; further: potency means the concentration at half of the fitted maximal effect; on the % scale 0 is the no-effect control and ±100 the full control effect; nearly all actives have a fitted effect of over 55% in size
Target sequence (A8B2U2 whole entry, looked up): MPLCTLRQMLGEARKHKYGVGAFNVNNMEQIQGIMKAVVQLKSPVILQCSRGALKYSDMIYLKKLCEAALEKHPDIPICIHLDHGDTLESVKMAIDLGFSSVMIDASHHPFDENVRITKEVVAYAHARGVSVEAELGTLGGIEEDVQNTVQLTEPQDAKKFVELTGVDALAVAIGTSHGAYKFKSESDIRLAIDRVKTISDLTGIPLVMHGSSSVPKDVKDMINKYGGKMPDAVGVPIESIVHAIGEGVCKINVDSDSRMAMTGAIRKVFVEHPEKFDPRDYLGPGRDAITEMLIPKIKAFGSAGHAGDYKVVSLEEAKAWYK
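Giardia FBPA (40 nM reagent) was preincubated 10 min at RT with compound (up to 57.5 uM final), then substrate plus GAPDH/TPI/NAD/arsenate coupling system with diaphorase/resazurin was added; resorufin fluorescence (525/598 nm) was read after 20 min.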
Pf growth 96h: P. falciparum growth inhibition at 96 hour, primary screen for plastid delayed-death inhibitors | Potency, µM (titrated, usually from 28.7 µM), for inactives: at the highest dose activity change, negative = inhibition, usual class: inhibitors | P. falciparum luciferase reporter growth, 96 h | hit rate 6.9% among 320,000; further: potency means the concentration at half of the fitted maximal effect; on the % scale 0 is the no-effect control and ±100 the full control effect
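Erythrocytes infected with luciferase-expressing P. falciparum were dispensed at 2% hematocrit and 0.05% parasitemia (final), then incubated with compounds 96 hours at 37 C in 5% CO2. Luminescence after detection reagent addition reported growth.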
* hit, by the source's call; & = joins results of further samples; [ ] = remark or other dose. Unless noted, the call rests on the fitted dose curve; in most records, active means well fitted curve in the direction sought with a large enough effect; inconclusive means small, poorly fitted or top-dose-only effect, or another doubt; inactive means no such curve, though single readings can be large; an effect the other way counts as inactive or inconclusive. The order is random; 24% or so of the library scored in one or more.

For Cc1nn(-c2ccccc2)c(C)c1C(=O)Nc1nnc(-c2ccco2)o1 the results were Shiga inhibitor -1, CHX counter 2, HCV inh -5%, Pf growth 48h inconclusive, Giardia FBPA inh inconclusive and Pf growth 96h inconclusive.
`CC1CCN(CCCNC(=O)CN2C(=O)CSc3ccc(S(=O)(=O)N4CCOCC4)cc32)CC1` gave Shiga inhibitor 24, CHX counter -4, HCV inh 19%, Pf growth 48h -10% and Pf growth 96h inconclusive.
`CCOC(=O)c1ccc(S(=O)(=O)N2CCN(CC3CC=CCC3)CC2)cc1` (stereo unspecified) gave Shiga inhibitor 11, CHX counter -3, HCV inh -3%, Pf growth 48h 16%, Giardia FBPA inh 12% and Pf growth 96h 41%.
`O=C(O)CCc1ccc(-c2ccc(Cl)cc2)n1CC(=O)Nc1ccccc1` gave Shiga inhibitor -3, CHX counter 5, HCV inh 11%, Giardia FBPA inh 10% and Pf growth 96h 13%.
For CN(C)S(=O)(=O)N1CCN(CC(O)COc2ccc3cc(Br)ccc3c2)CC1 (stereo unspecified) the results were Shiga inhibitor -15, CHX counter -3, HCV inh 32µM*, Pf growth 48h inconclusive, Giardia FBPA inh -2% and Pf growth 96h 34%[activator].
CCCCOc1ccc(C(=O)Nc2ccc3c(c2)C(=O)NC3=O)cc1 was read as Shiga inhibitor 8, CHX counter -2, HCV inh 3%, Pf growth 48h 29%, Giardia FBPA inh -5% and Pf growth 96h 93%[activator].
Screening Cc1ccc(SC(c2ccccc2)C(Cn2cncn2)C(=O)c2ccccc2)cc1 (stereo unspecified) returned Shiga inhibitor -10, CHX counter -5, HCV inh 11%, Giardia FBPA inh -2% and Pf growth 96h -3%.
Screening CCC(=O)c1ccc(N2CCN(S(=O)(=O)c3ccccc3)CC2)c(F)c1 returned Shiga inhibitor -16, CHX counter 44*, HCV inh -12%, Pf growth 48h -5%, Giardia FBPA inh 0% and Pf growth 96h 9.3µM*.
`O=c1c2c(c(-c3ccccc3)nn1Cc1ccccc1)CCCC2` gave Shiga inhibitor 23, CHX counter 10, HCV inh -8%, Pf growth 48h inconclusive, Giardia FBPA inh 6% and Pf growth 96h -7%.
`COC(=O)Cc1c[nH]c2ccc(OCC(O)CNC(C)C)cc12` (stereo unspecified) gave Shiga inhibitor -9, CHX counter 1, HCV inh 9%, Pf growth 48h 5%, Giardia FBPA inh 0% and Pf growth 96h inconclusive.
Screening COc1ccc(-c2nnc(SCC(=O)N3CCOCC3)o2)cc1OC returned Shiga inhibitor 11, CHX counter 1, HCV inh -28%, Pf growth 48h 11%, Giardia FBPA inh -1% and Pf growth 96h 12µM*.
Screening COc1ccc(OC)c(/C=N/N=C2\SCC(=O)N2Cc2ccco2)c1 returned Shiga inhibitor 2, CHX counter 18*, HCV inh inconclusive, Pf growth 48h -7%, Giardia FBPA inh 1% and Pf growth 96h -1%.
For CCOC(=O)C/C(C)=N/NC(=O)CNc1cccc(Cl)c1C the results were Shiga inhibitor -15, CHX counter -3, HCV inh 2%, Pf growth 48h 12%, Giardia FBPA inh 1% and Pf growth 96h 7%.
`O=C(CN1C(=O)NC(c2ccccc2)(c2ccccc2)C1=O)Nc1cccnc1Cl` gave Shiga inhibitor -14, CHX counter -3, HCV inh 29%, Pf growth 48h -25%, Giardia FBPA inh -6% and Pf growth 96h 6%.
For COc1ccccc1N(CC(=O)NC1CCCCC1)C(=O)CCC(=O)Nc1nccs1 the results were Shiga inhibitor -6, CHX counter 8, HCV inh 21%, Pf growth 48h inconclusive, Giardia FBPA inh -2% and Pf growth 96h inconclusive.
CCc1ccc(S(=O)(=O)NCc2csc(C)n2)s1 was read as Shiga inhibitor -3, CHX counter -1, HCV inh 5%, Pf growth 48h -9%, Giardia FBPA inh 0% and Pf growth 96h -15%.
For Cc1ccc(C(=O)Nc2ccc(Cl)cn2)cc1S(=O)(=O)N1CCOCC1 the results were Shiga inhibitor 61*, CHX counter 35*, HCV inh inconclusive, Pf growth 48h -23%, Giardia FBPA inh 15% and Pf growth 96h 95%[activator].
Cc1cc(C(=O)OCC(=O)N2CCc3ccccc32)c(C)o1 was read as Shiga inhibitor 37, CHX counter 25*, HCV inh 14%, Pf growth 48h 97%[activator] and Giardia FBPA inh 3%.
Screening Cc1cc(C)n(C(CC(=O)N2CCc3ccccc3C2)C(=O)O)n1 (stereo unspecified) returned Shiga inhibitor 26, CHX counter -3, HCV inh 4%, Pf growth 48h -2% and Giardia FBPA inh -5%.
For O=C(NC(=S)Nc1cc([N+](=O)[O-])ccc1O)c1ccc2c(c1)OCO2 the results were Shiga inhibitor 83*, CHX counter 42*, HCV inh -11%, Pf growth 48h -10%, Giardia FBPA inh -6% and Pf growth 96h -20%.

Continued; it opens with the 4 that closed the last part.
For Cc1ccc(C(=O)Nc2ccc(Cl)cn2)cc1S(=O)(=O)N1CCOCC1 the results were Shiga inhibitor 61*, CHX counter 35*, HCV inh inconclusive, Pf growth 48h -23%, Giardia FBPA inh 15% and Pf growth 96h 95%[activator].
Cc1cc(C(=O)OCC(=O)N2CCc3ccccc32)c(C)o1 was read as Shiga inhibitor 37, CHX counter 25*, HCV inh 14%, Pf growth 48h 97%[activator] and Giardia FBPA inh 3%.
Screening Cc1cc(C)n(C(CC(=O)N2CCc3ccccc3C2)C(=O)O)n1 (stereo unspecified) returned Shiga inhibitor 26, CHX counter -3, HCV inh 4%, Pf growth 48h -2% and Giardia FBPA inh -5%.
For O=C(NC(=S)Nc1cc([N+](=O)[O-])ccc1O)c1ccc2c(c1)OCO2 the results were Shiga inhibitor 83*, CHX counter 42*, HCV inh -11%, Pf growth 48h -10%, Giardia FBPA inh -6% and Pf growth 96h -20%.
O=S(=O)(c1ccc(Br)cc1)c1nc(-c2ccccc2)oc1NCc1cccnc1 was read as Shiga inhibitor 15, CHX counter 1, HCV inh -25%, Giardia FBPA inh -8% and Pf growth 96h inconclusive.
`COc1ccc(-c2[nH]ncc2CN2CCN(c3ccc(F)cc3)CC2)cc1` gave Shiga inhibitor 12, CHX counter 7, HCV inh inconclusive, Pf growth 48h 13%, Giardia FBPA inh -4% and Pf growth 96h inconclusive.
`CCOC(=O)N1CCN(C(=O)C2CCN(S(=O)(=O)N(CC)CC)CC2)CC1` gave Shiga inhibitor -4, CHX counter 10, HCV inh 28%, Pf growth 48h 38%[activator], Giardia FBPA inh 9% and Pf growth 96h 49%[activator].
Screening Cc1ccc(S(=O)(=O)N(C)c2ccc(OCC(=O)Nc3nc4c(ccc5ccccc54)s3)cc2)cc1 returned Shiga inhibitor 2, CHX counter 2, HCV inh inconclusive, Pf growth 48h 1%, Giardia FBPA inh -2% and Pf growth 96h -28%.
For CC(=O)NC(Cc1cccc(C)c1)C(=O)NC1CCN(c2ncccc2[N+](=O)[O-])CC1 (stereo unspecified) the results were Shiga inhibitor -7, CHX counter -2, HCV inh 4%, Pf growth 48h 12%, Giardia FBPA inh 0% and Pf growth 96h 27%.
For NC1=NC[C@H](Cc2ccc(O)cc2)N1CCCCC1CCCCC1 the results were Shiga inhibitor 2, CHX counter -7, HCV inh 4%[8.37 µM], Pf growth 48h 2.1µM*, Giardia FBPA inh 0% and Pf growth 96h 2.1µM*.
`CC(=O)C1=C(O)C(=O)N(C)C1c1ccccc1[N+](=O)[O-]` (stereo unspecified) gave Shiga inhibitor 21, CHX counter 17*, HCV inh 8%, Pf growth 48h -13%, Giardia FBPA inh inconclusive and Pf growth 96h 4%.
CCOc1ccc2nc(NC(=O)COc3ccc(N(C)S(=O)(=O)c4ccc(C)cc4)cc3)sc2c1 was read as Shiga inhibitor -2, CHX counter 3, HCV inh 1%, Pf growth 48h 2.3µM*, Giardia FBPA inh 2% and Pf growth 96h inconclusive.
O=C(CNS(=O)(=O)c1cccc(Br)c1)NCCCc1ccccc1 was read as Shiga inhibitor 3, CHX counter -8, HCV inh 17%, Pf growth 48h 11%, Giardia FBPA inh 0% and Pf growth 96h 26%.
CCN(CC)CCNC(=O)c1cc(Br)c(N)cc1OC was read as HCV inh 4%, Pf growth 48h -1%&-9%, Giardia FBPA inh 0% and Pf growth 96h 107%&-10%[activator].
Screening C[C@H](N)c1nnc(SCc2ccc(Cl)cc2Cl)o1 returned Shiga inhibitor 11, CHX counter 11, HCV inh 12%, Pf growth 48h 23%, Giardia FBPA inh 4% and Pf growth 96h -23%.
`CC(=O)N1C(=O)C2(C(C#N)=C(N)Oc3c2c(C)nn3-c2ccccc2)c2ccccc21` (stereo unspecified) gave Shiga inhibitor -18, CHX counter 0, HCV inh 20%, Giardia FBPA inh inconclusive and Pf growth 96h inconclusive.
For Cc1cc(C)c2nc(N3CCC(C(=O)NCCCN4CC(C)CC(C)C4)CC3)sc2c1 (stereo unspecified) the results were Shiga inhibitor -9, CHX counter -2, HCV inh inconclusive, Pf growth 48h 72%[activator], Giardia FBPA inh 4% and Pf growth 96h 11%.
`CCn1c(COc2ccccc2)nnc1SCC(=O)NC1CCCCC1` gave Shiga inhibitor 23, CHX counter 5, HCV inh -7%, Pf growth 48h 2.9µM*, Giardia FBPA inh 6% and Pf growth 96h -16%.
For COC(=O)CNC(=O)c1c(-c2c(Cl)cccc2Cl)noc1C the results were Shiga inhibitor 8, CHX counter -3, HCV inh 14%, Pf growth 48h 6%, Giardia FBPA inh 2% and Pf growth 96h -9%.
Screening COc1cccc(/C=N/Nc2ncnc3scc(-c4ccccc4)c23)c1O returned Shiga inhibitor -2, CHX counter 0, HCV inh inconclusive, Pf growth 48h 2.9µM*, Giardia FBPA inh inconclusive and Pf growth 96h 2.3µM*.
CC(C)=CCC(C)(C)C1OCCN1C(=O)c1ccccc1 (stereo unspecified) was read as Shiga inhibitor -3, CHX counter -3, HCV inh inconclusive, Pf growth 48h -15%, Giardia FBPA inh 0% and Pf growth 96h inconclusive.
CCOC(=O)c1c(NC(=O)c2ccnn2C)sc(C)c1C was read as Shiga inhibitor -4, CHX counter -2, HCV inh -2%, Pf growth 48h 10%, Giardia FBPA inh 1% and Pf growth 96h inconclusive.
COc1ccc(Cn2c(=O)[nH]c3cc(C(=O)N4CCN(c5ccccc5OC)CC4)ccc3c2=O)cc1 was read as Shiga inhibitor -15, CHX counter -7, HCV inh 10µM*, Pf growth 48h 3.3µM*, Giardia FBPA inh 1% and Pf growth 96h 8%.
O=S(=O)(NCc1cn2ccccc2n1)c1cccs1 was read as Shiga inhibitor 53*, CHX counter 29*, HCV inh -6%, Pf growth 48h 35%[activator], Giardia FBPA inh -11% and Pf growth 96h 2%.
For O=C(CC1CCCCC1)NCc1cn2ccsc2n1 the results were Shiga inhibitor -16, CHX counter -5, HCV inh inconclusive, Pf growth 48h 12%, Giardia FBPA inh 4% and Pf growth 96h inconclusive.

High-throughput results: PubChem, National Center for Advancing Translational Sciences (NCATS)
